Source: PubChem
NALP3 yeast inh: inhibitors of NALP3 inflammasome in yeast | Yeast reconstituted NLRP3/ASC/caspase-1, beta-gal luminescence, 24 h | inhibition, % at 10 µM | hit rate 0.39% among 330,000 | AID 2825;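 active = inhibition of 50% or more; inactive = inhibition below 50%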;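 also: plate controls were induced DMSO wells for no effect and uninduced yeast grown without galactose for full effect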
hIAP block: human IAP inhibition. P09923. purified IAP, CDP-Star luminescence, 30 min. inhibition, % at 10 µM. hit rate 0.12% among 330,000. AID 2544;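 active = inhibition reaching a set limit with compound at 10 µM in the primary screen, cut at about 35% in these data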;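 also: plate controls were DMSO wells with enzyme for no effect and no-enzyme buffer wells for full effect; values of inactives mirror those of a sister screen read the other way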
A3G deaminase: inhibitors of human APOBEC3G DNA deaminase. recombinant A3G, ssDNA deamination FAM/TAMRA fluorescence. inhibition, % at 20 µM. hit rate 0.28% among 330,000. AID 493012. Q9HC16;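 active = inhibition of at least 40% at 20 µM, with no more than 30% in the related APOBEC3A deaminase screen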;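 also: plate controls were DMSO wells with A3G for no effect and wells lacking A3G enzyme for full effect; some compounds called inactive have numbers as strong as hits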
Target sequence (Q9HC16 whole entry, looked up): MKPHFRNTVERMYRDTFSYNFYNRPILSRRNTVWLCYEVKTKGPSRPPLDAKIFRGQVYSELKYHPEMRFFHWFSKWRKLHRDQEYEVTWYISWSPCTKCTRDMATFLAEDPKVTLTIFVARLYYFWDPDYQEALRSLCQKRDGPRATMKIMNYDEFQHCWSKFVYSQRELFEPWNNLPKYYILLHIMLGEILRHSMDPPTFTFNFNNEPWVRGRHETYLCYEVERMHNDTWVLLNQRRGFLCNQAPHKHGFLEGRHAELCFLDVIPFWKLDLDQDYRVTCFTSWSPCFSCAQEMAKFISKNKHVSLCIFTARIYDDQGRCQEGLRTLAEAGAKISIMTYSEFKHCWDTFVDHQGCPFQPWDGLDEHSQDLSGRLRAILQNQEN
mIAP block: mouse IAP inhibition | purified mouse IAP, CDP-Star luminescence, 30 min | inhibition, % at 10 µM | hit rate 0.2% among 330,000 | AID 2806;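 active = inhibition of at least 40% at 10 µM in the primary screen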;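 also: plate controls were DMSO with enzyme for no effect and no enzyme wells for full effect; values of inactives mirror those of a sister screen read the other way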
MIN6 prolif: inducers of beta-cell replication in MIN6 cells | MIN6 cells proliferation, ATPlite luminescence, 48 h; cells starved in 0.2% serum; 100% = growth in 10% serum | proliferation, % at 10 µM | hit rate 0.29% among 330,000 | AID 2380;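 active = compounds whose signal lies at least 3.5 SD above the mean of all wells on their plate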;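 also: 0% = DMSO-treated cells in low-serum medium and 100% = 10% serum control; some compounds called inactive have numbers as strong as hits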
mIAP act: increases mouse intestinal alkaline phosphatase activity | activation factor at 10 µM | AID 2805 | hit rate 0.24% among 330,000 | muIAP, CDP-Star luminescence, 30 min; hits give high values; 1 = vehicle-only enzyme signal, 0 = enzyme-free wells;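 active = activation factor of at least 2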; also: the source names both 10 and 20 µM as test concentration; values of inactives mirror those of a sister screen read the other way
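Assay system: mouse IAP enzyme; Reagent: CDP-Star chemiluminescent phosphatase substrate; Compound: DMSO-dissolved test compounds; Incubation: 30 min, room temperature; Technique: luminescence from enzymatic CDP-Star hydrolysis; Controls: DMSO-only wells and no-enzyme negative control.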
TIM10 inh: TIM10 yeast growth inhibition; S. cerevisiae TIM10 strain growth, BacTiter-Glo luminescence, 24 h; inhibition, % at 10 µM; hit rate 1.4% among 330,000; AID 463195;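 active = inhibition of 40% or more at the single tested concentration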;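 also: wild-type TIM10 isogenic control strain grown at permissive 25 °C; 0% = DMSO yeast wells and 100% = minimal medium wells without yeast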
tim10-1 inh: tim10-1 yeast growth inhibition; S. cerevisiae tim10-1 ts strain growth, BacTiter-Glo, 24 h; inhibition, % at 20 µM; hit rate 2.2% among 330,000; AID 463190;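 active = inhibition of at least 40%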;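 also: mutant grown at 25 °C; 0% = DMSO wells with yeast and 100% = wells holding no yeast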
APOBEC3A inh: inhibitors of human APOBEC3A DNA deaminase; P31941; AID 493011; hit rate 0.41% among 330,000; recombinant A3A, FAM/TAMRA ssDNA deamination fluorescence; inhibition, % at 20 µM;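 active = at least 40% inhibition at 20 µM here, with at most 30% in a related deaminase screen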;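 also: plate controls were A3A with DMSO for no effect and wells lacking A3A enzyme for full effect; some results filed as inactive read as strong as hits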
Target sequence (P31941 whole entry, looked up): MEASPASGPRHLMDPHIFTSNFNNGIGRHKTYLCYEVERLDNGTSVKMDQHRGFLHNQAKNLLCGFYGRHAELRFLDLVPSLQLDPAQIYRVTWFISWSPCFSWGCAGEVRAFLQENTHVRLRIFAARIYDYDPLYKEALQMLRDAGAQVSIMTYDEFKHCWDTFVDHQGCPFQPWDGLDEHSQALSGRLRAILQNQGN
Active calls of the source: *. Rows were taken by chance; about 4.6% have a hit in one of these screens.

SMILES | NALP3 yeast inh | hIAP block | A3G deaminase | mIAP block | MIN6 prolif | mIAP act | TIM10 inh | tim10-1 inh | APOBEC3A inh
Cc1ccc(N2C(=O)CC(C)CC2=O)cc1 | 13 | -4 | -3 | 4 | -3 | 0.96 | -4 | 8 | 2
COc1ccc(N2C(=O)CSC2c2ccc3c(c2)OCO3)c(OC)c1 (stereo not given) | -22 | -12 | 2 | 2 | 0 | 0.98 | 41* | 40 | 3
CN(C)c1ccc(/C=C2\C(=N)N3N=C(CC(=O)N4CCCC4)SC3=NC2=O)cc1Br | 1 | -5 | -3 | 8 | -2 | 0.92 | -1 | 13 | -2
O=C(CCC(=O)c1cccs1)NCc1cccc(C(F)(F)F)c1 | 20 | -2 | 8 | -3 | -4 | 1 | 5 | 14 | 3
CCOc1ccc2nc(N3CCC(C(=O)N4CCN(C5CCCCC5)CC4)CC3)sc2c1 | 8 | -3 | -6 | 0 | -4 | 1 | 10 | 6 | -2
CC(NCc1cc(Br)ccc1OCC(=O)NCc1ccccc1)c1ccccc1 (stereo not given) | 30 | 16 | -5 | -1 | -6 | 1 | 20 | 13 | -1
Cc1csc(NC(=O)c2sc3nc(-c4cccs4)ccc3c2N)n1 | 20 | 3 | -2 | 21 | -3 | 0.79 | 24 | -27 | 0
Cc1nc(-c2cn[nH]c2-c2ccc(O)cc2O)cs1 | 23 | -3 | -6 | -7 | -1 | 1.1 | -5 | 16 | -1
Cc1cc(C)c(S(=O)(=O)Nc2ccc(O)cc2)c(C)c1 | 8 | 1 | 0 | 1 | -2 | 0.99 | 19 | 30 | -1
COc1ccc(N2CCN(C(=O)COC(=O)CCOc3ccc(C(C)(C)C)cc3)CC2)cc1 | 18 | 1 | -2 | -9 | -1 | 1.1 | -1 | 5 | 1
Cc1ccc(C)c(S(=O)(=O)Nc2ccc(C(=O)NCCCN3CCCC3=O)cc2)c1 | 11 | 4 | -9 | -4 | -3 | 1 | 1 | -12 | -2
CCOc1ccc(N(CC(=O)NCC(C)C)S(C)(=O)=O)cc1 | 4 | -6 | 0 | -10 | 0 | 1.1 | -6 | -2 | 1
COc1ccc(C(=O)Nc2cccnc2)cc1C(=O)Nc1cccnc1 | 8 | 12 | 0 | -8 | -1 | 1.1 | 10 | -3 | 2
CCOC(=O)N1CCN(C(=O)/C=C/c2ccc([N+](=O)[O-])cc2)CC1 | 5 | 1 | -7 | 5 | 0 | 0.95 | -3 | 12 | -2
N#C/C(=C\c1c(F)cccc1Cl)C(=O)NC1CC1 | 27 | -25 | -6 | 9 | -3 | 0.91 | 61* | 74* | 13
O=C(CN(Cc1ccc(F)cc1)C(=O)c1ccco1)NCc1ccc(F)cc1 | 7 | 5 | -3 | 6 | -1 | 0.94 | 6 | 17 | -4
CC(C)N(C(=O)Nc1ccc2nsnc2c1)C(C)C | 23 | 8 | 29 | 32 | 0 | 0.68 | 17 | 3 | 38
CC(Oc1ccccc1)C(=O)Nc1nnc(S(=O)(=O)N2CCCCC2)s1 (stereo not given) | 5 | 2 | -7 | 4 | 0 | 0.96 | 7 | 18 | -4
O=C(N/N=C/c1ccc([N+](=O)[O-])o1)c1cn2ccc3ccccc3c2n1 | 12 | -35 | 8 | 17 | -4 | 0.83 | 60* | 59* | 4
CN(c1cccc(NC(=O)COc2ccc(Cl)cc2Cl)c1)S(C)(=O)=O | -5 | 16 | -4 | -14 | 0 | 1.1 | 38 | 23 | 1

9 entries already listed, arranged by count of non-hydrogen atoms, lowest first.
SMILES | NALP3 yeast inh | hIAP block | A3G deaminase | mIAP block | MIN6 prolif | mIAP act | TIM10 inh | tim10-1 inh | APOBEC3A inh
N#C/C(=C\c1c(F)cccc1Cl)C(=O)NC1CC1 | 27 | -25 | -6 | 9 | -3 | 0.91 | 61* | 74* | 13
CC(C)N(C(=O)Nc1ccc2nsnc2c1)C(C)C | 23 | 8 | 29 | 32 | 0 | 0.68 | 17 | 3 | 38
Cc1cc(C)c(S(=O)(=O)Nc2ccc(O)cc2)c(C)c1 | 8 | 1 | 0 | 1 | -2 | 0.99 | 19 | 30 | -1
CCOc1ccc(N(CC(=O)NCC(C)C)S(C)(=O)=O)cc1 | 4 | -6 | 0 | -10 | 0 | 1.1 | -6 | -2 | 1
CCOC(=O)N1CCN(C(=O)/C=C/c2ccc([N+](=O)[O-])cc2)CC1 | 5 | 1 | -7 | 5 | 0 | 0.95 | -3 | 12 | -2
CN(c1cccc(NC(=O)COc2ccc(Cl)cc2Cl)c1)S(C)(=O)=O | -5 | 16 | -4 | -14 | 0 | 1.1 | 38 | 23 | 1
COc1ccc(C(=O)Nc2cccnc2)cc1C(=O)Nc1cccnc1 | 8 | 12 | 0 | -8 | -1 | 1.1 | 10 | -3 | 2
Cc1ccc(C)c(S(=O)(=O)Nc2ccc(C(=O)NCCCN3CCCC3=O)cc2)c1 | 11 | 4 | -9 | -4 | -3 | 1 | 1 | -12 | -2
COc1ccc(N2CCN(C(=O)COC(=O)CCOc3ccc(C(C)(C)C)cc3)CC2)cc1 | 18 | 1 | -2 | -9 | -1 | 1.1 | -1 | 5 | 1

(further entries)
SMILES | NALP3 yeast inh | hIAP block | A3G deaminase | mIAP block | MIN6 prolif | mIAP act | TIM10 inh | tim10-1 inh | APOBEC3A inh
Cc1ccccc1C(=O)N1CCN(c2ccc([N+](=O)[O-])c(N3CCOCC3)c2)CC1 | 4 | 8 | -1 | 14 | -1 | 0.86 | 15 | 23 | -3
COc1ccc(N2CCCn3c2nc2c3c(=O)n(Cc3ccc(C)cc3)c(=O)n2C)c(OC)c1 | 1 | -8 | -1 | -9 | 1 | 1.1 | 17 | 14 | -3
COc1ccccc1NC(=O)NC1(C(=O)N2CCN(C)CC2)CCCCC1 | 12 | 5 | -3 | -4 | 0 | 1 | -8 | 1 | 1
C=C(C)c1cccc(C(C)(C)NC(=O)NCCN(CC)CC)c1 | 6 | -7 | -2 | 2 | 1 | 0.98 | 17 | 16 | 6
CCC(C)(C(=O)NC1CCCCC1)N(Cc1ccco1)C(=O)CNC(=O)c1ccccc1 (stereo not given) | 0 | 5 | -1 | -6 | 0 | 1.1 | 7 | 14 | 0
COc1ccc(/C=C/C(=O)c2ccc(OC)cc2OC)c(OC)c1 | 11 | 26 | -6 | 6 | -1 | 0.94 | -3 | 3 | -4
CCCc1cc(=O)[nH]c(SCC(=O)NC2(C#N)CCCCC2)n1 | 2 | -8 | -7 | 1 | 0 | 0.99 | 4 | -6 | -3
O=C(O)c1cc(N/N=C/c2ccncc2)ccc1Cl | -16 | -3 | -4 | -6 | -1 | 1.1 | -20 | -7 | -11
CCOc1ccc(/C=N/NC(N)=S)cc1 | 13 | -1 | -3 | -8 | 0 | 1.1 | -25 | -4 | 0
Cc1ccc(NC(=O)C(=S)NCc2ccco2)cc1 | 19 | -2 | 0 | 30 | 2 | 0.7 | 2 | 10 | -2
COc1ccc(C(=O)C2CCCN(C(=O)c3cccnc3SC)C2)c(C)c1 (stereo not given) | 14 | -27 | -7 | -3 | 1 | 1 | -10 | -19 | -2
O=C(CSc1ccc([N+](=O)[O-])cc1)NCC1CCCCC1 | 43 | -6 | -4 | -1 | -6 | 1 | 4 | 19 | -1
COc1ccccc1CN1C(=O)[C@@H]2C(CCC(N)=O)NC3(C(=O)Nc4c3ccc(Cl)c4C)[C@@H]2C1=O (stereo not given in full) | 10 | -3 | -1 | 2 | -3 | 0.98 | -4 | 12 | 0
CCn1c(=O)c2c(nc(SCC(=O)N3CCCC(C)C3)n2C)n(C)c1=O (stereo not given) | 10 | -14 | -4 | -12 | -2 | 1.1 | 7 | -7 | 0
OC12CC3C[C@H](C1)C(N1CCOCC1)[C@@H](C3)C2 (stereo not given in full) | 1 | -21 | -3 | -8 | 0 | 1.1 | -2 | -16 | -4
O=C(Nc1ccc2c(c1)OCCO2)C1CCCN1C(=O)Nc1ccc(F)cc1 (stereo not given) | 2 | -11 | -6 | -9 | -1 | 1.1 | -12 | -1 | -4
CC(C)(O)C1Cc2cc(/C=C/C(=O)O)c(O)cc2O1 (stereo not given) | 7 | -20 | 82* | -5 | -5 | 1 | -9 | 9 | 0
O=C(CCS(=O)(=O)c1cccc2nsnc12)NCc1ccccc1Cl | 9 | 3 | -2 | 1 | -3 | 0.99 | -14 | 34 | 3
COc1cccc(C2C3=C(N=c4s/c(=C\c5ccccc5O)c(=O)n42)c2ccccc2CC3)c1OC (stereo not given) | 22 | 7 | -23 | 11 | -6 | 0.89 | 25 | 18 | -9
CC(C)(C)c1cc(NC(=O)COc2ccc(Br)cc2)n(-c2ccccc2)n1 | 13 | 11 | -3 | -1 | -4 | 1 | 29 | 27 | -4
CCN(Cc1cnn(C)c1)Cc1nc(C2(c3ccc(C)cc3)CCCC2)no1 | 8 | 13 | -3 | 8 | 0 | 0.92 | 25 | 25 | 0
CN(C)CCNC(=O)/C=N/O | 6 | 7 | -3 | 3 | -1 | 0.97 | -5 | 5 | 0
CCCCOC(=O)C1=C(C)NC(=O)NC1c1ccc(N(C)C)cc1 (stereo not given) | 11 | -6 | -2 | 0 | -4 | 1 | 2 | -2 | 1
Clc1ccc(-c2cc(CSc3cccc(Cl)c3)on2)cc1 | 14 | -5 | -6 | 3 | -2 | 0.97 | 0 | 8 | -1
COC(=O)c1nc2nc(C)cc(C(F)(F)F)n2n1 | 17 | 4 | -8 | -12 | -3 | 1.1 | -3 | 3 | -5
Cc1cc(C(=O)NNC(=O)C2CCCC2)c(C)o1 | 7 | 10 | -1 | 11 | 2 | 0.89 | 1 | 14 | 2
O=C(CSc1nnc(-c2ccccc2)c(-c2ccccc2)n1)NC1CCS(=O)(=O)C1 (stereo not given) | 5 | 1 | 1 | 23 | -3 | 0.77 | 1 | 7 | 6
COc1cc2ncnc(NCCc3ccccc3)c2cc1OC | -16 | 10 | -7 | -7 | -4 | 1.1 | -18 | -3 | 2
Cc1nnc(NN2CCOCC2)[nH]c1=O | -13 | -14 | -7 | -7 | -1 | 1.1 | -7 | 11 | -3
CCOCCn1c(=NC(=O)CSCC(=O)Nc2cc(C)on2)sc2cc(OC)ccc21 | 18 | -18 | -8 | -6 | 7 | 1.1 | 10 | 2 | -2
Cc1cc2ccccc2c(=O)n1CC(=O)N(C)c1ccc(F)cc1 | 7 | 10 | -1 | -6 | 0 | 1.1 | 11 | 19 | -2
O=C(CN1C(=O)c2ccccc2S1(=O)=O)c1ccc(F)c(F)c1 | 12 | 2 | -8 | 2 | 2 | 0.98 | 10 | 11 | -5
Cc1cccc(Cn2cnc3c(NS(C)(=O)=O)c(C)c(C)cc32)c1 | 1 | 2 | -7 | -10 | -3 | 1.1 | 6 | 10 | -4
COc1ccc(-n2nc3c(N4CCC(C(=O)NCc5ccccc5)CC4)nnc(C)c3c2C)cc1 | 13 | -21 | -3 | 2 | -3 | 0.98 | 3 | -4 | -1
Cc1ccc(C)c(NC(=O)COC(=O)c2ccc[n+]([O-])c2)c1 | 11 | -7 | 2 | -5 | -1 | 1.1 | -3 | -23 | 6
CCCCCSc1nc(O)cc(=O)[nH]1 | 5 | 1 | -2 | 12 | -2 | 0.89 | 3 | -6 | -4
